Assay outcomes (PubChem)
D1 potentiator: Potentiators of Human D1 Dopamine Receptor: qHTS; D(1A) dopamine receptor (Homo sapiens), P21728; HEK293 TREx D1 cells, calcium flux, dopamine EC20 potentiation; potentiation, % at 10 µM; 360,000 compounds, 0.036% hits; AID 504651, 2011; in the data active = potentiation above about 30%; note: 0% is about no effect
Target sequence (P21728 whole entry, looked up): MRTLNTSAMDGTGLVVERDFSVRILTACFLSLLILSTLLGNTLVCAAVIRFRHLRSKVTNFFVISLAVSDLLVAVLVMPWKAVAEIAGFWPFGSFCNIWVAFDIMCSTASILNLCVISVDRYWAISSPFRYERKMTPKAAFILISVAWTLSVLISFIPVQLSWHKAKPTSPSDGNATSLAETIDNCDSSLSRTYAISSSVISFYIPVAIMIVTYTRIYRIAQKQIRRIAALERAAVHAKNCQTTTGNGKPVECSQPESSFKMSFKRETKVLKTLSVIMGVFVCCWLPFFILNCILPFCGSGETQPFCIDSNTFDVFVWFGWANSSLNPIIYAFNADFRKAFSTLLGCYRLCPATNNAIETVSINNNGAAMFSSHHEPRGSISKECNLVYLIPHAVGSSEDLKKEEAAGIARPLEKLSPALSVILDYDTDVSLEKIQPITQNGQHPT
D2 PAM: HTS Assay for Positive Allosteric Modulators of the Human D2 Dopamine Receptor: Primary Screen for Potentiators. D(2) dopamine receptor (Homo sapiens), P14416. HEK293 T-REx D2, calcium flux, EC20 dopamine potentiation. potentiation, % at 10 µM. 340,000 compounds, 0.34% hits. AID 485347, 2010;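 active = potentiation over 3 SD above the plate norm, cut at about 30% in these data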; note: 0% is about no effect
Target sequence (P14416 whole entry, looked up): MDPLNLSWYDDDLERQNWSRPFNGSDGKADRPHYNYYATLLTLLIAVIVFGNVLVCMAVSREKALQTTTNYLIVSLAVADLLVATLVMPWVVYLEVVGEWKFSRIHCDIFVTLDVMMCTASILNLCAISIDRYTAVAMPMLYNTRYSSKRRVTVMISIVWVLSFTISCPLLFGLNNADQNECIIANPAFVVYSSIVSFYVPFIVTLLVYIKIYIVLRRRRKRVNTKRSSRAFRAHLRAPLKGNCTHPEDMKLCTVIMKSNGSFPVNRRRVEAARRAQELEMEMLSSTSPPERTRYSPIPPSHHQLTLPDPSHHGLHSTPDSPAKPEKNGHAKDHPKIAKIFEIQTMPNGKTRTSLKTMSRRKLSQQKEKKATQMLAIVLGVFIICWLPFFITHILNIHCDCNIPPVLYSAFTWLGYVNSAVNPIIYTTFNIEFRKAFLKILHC
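Using a no-wash calcium dye in inducible, force-coupled HEK293 Trex cells expressing D2, we tracked fluorescence each second for 180 s after compound, then for 180 s after EC20 dopamine to detect augmented signalling.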
D1 antagonist: Antagonist of Human D 1 Dopamine Receptor: qHTS | D(1A) dopamine receptor (Homo sapiens), P21728 | HEK293 TREx D1 cells, calcium flux, dopamine EC80; active compounds read low | activity change, negative = inhibition, % at 10 µM | 360,000 compounds, 3.2% hits | AID 504652, 2011; in the data active = activity change below about -30%; note: % is set by controls: 0 for no effect and ±100 for the full control effect
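Tetracycline-induced HEK293 Trex D1 cells, force-coupled to calcium, dye-loaded; compounds added and read 180 s, then EC80 dopamine added and calcium flux tracked kinetically another 180 s.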
D1 ag: Allosteric Agonists of the Human D1 Dopamine Receptor: qHTS. 360,000 compounds, 1% hits. activation, % at 2 µM. HEK293 T-REx D1 cells, calcium flux, agonist mode; in the data active = activation above about 30%; note: 0% is about no effect
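Agonism was scored from calcium flux recorded over 180 s (1 read/s) after pintool compound addition, following a 10-cycle baseline. Cells were inducible force-coupled HEK293 TREx D1, plated overnight at 30 C and loaded with no-wash calcium dye.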
RXFP1 antagonist: qHTS Assay for Antagonists of the Relaxin Receptor RXFP1; Relaxin receptor 1 (Homo sapiens), Q9HBX9; HEK293-RXFP1, relaxin-stimulated cAMP HTRF, 30 min; active compounds read low; activity change, negative = inhibition, % at 57.5 µM; 350,000 compounds, 0.59% hits;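 active = activity change of -60% or lower, but not beyond a set lower limit; inconclusive = change between -60% and -40%, or beyond the set limit; inactive = change above -40%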; note: % is set by controls: 0 for no effect and ±100 for the full control effect
RXFP1 agonist: qHTS Assay for Agonists of the Relaxin Receptor RXFP1; Relaxin receptor 1 (Homo sapiens), Q9HBX9; Potency, µM (titrated, usually from 57.5 µM), without a hit: at the top dose activation, usual class: activators; AID 2676, 2010; HEK293T-RXFP1 cAMP TR-FRET, 30 min; response scale: percent of porcine relaxin response, buffer zero; 370,000 compounds, 0.3% hits; active = well fitted activation curve with a large enough effect; inconclusive = small, poorly fitted or top-dose-only effect; note: potency is the fitted concentration of half-maximal effect; % is set by controls: 0 for no effect and ±100 for the full control effect; nearly all actives have a fitted effect of over 60% in size; many of its hits are not listed in these tables
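cAMP rise read by TR-FRET after 30 min, 37C compound exposure (up to 58 uM) in RXFP1-transfected HEK293 cells with Ro 20174 present. EC50 from Hill-equation fits, with 29 nM porcine relaxin as 100% and buffer as basal.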
D2 agonist: HTS Assay for Allosteric Agonists of the Human D2 Dopamine Receptor: Primary Screen for Agonists; activation, % at 2 µM; D(2) dopamine receptor (Homo sapiens), P14416; HEK293 T-REx D2 cells, calcium flux agonist mode; 340,000 compounds, 0.53% hits;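 active = activation over 3 SD above normal in the single-dose calcium agonist read, cut at about 30% in these data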; note: 0% is about no effect
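HEK293 Trex D2 cells, tetracycline-induced, o/n 30 C 5% CO2; no-wash Ca dye, RT 30–90 min; 10-cycle baseline, 23 nl cpd added, kinetic Ca read 180 s; agonist hits = positive Ca response.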
TRHR enhancer: qHTS for Small Molecule Agonists and Allosteric Enhancers of Human TRH Receptor: Primary Screen for Enhancers; Thyrotropin-releasing hormone receptor (Homo sapiens), P34981; TRHR cells, fluo-8 calcium fluorescence, EC20 TRH enhancement; enhancement, % at 2 µM; 360,000 compounds, 0.66% hits; AID 493056, 2011; in the data active = enhancement above about 30%; note: 0% is about no effect
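Enhancer read-out: after compound pinning and an initial kinetic agonist-mode read, an EC20 of TRH (10 nM final) was injected and fluo-8 calcium signal (Ex 480/Em 530) followed at 1 s/cycle for 100 cycles in TRHR-expressing cells.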
D2 antagonist: HTS Assay for Allosteric Antagonists of the Human D2 Dopamine Receptor: Primary Screen for Antagonists; HEK293 TREx D2 cells, calcium flux, dopamine EC80; inhibition, % at 10 µM; 340,000 compounds, 2% hits; in the data active = inhibition above about 30%; note: 0% is about no effect
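HEK293 T-REx D2 cells, tet-induced, calcium dye no-wash. Cpd pintool add, 180 s kinetic, then EC80 DA, 180 s kinetic. Ca flux read.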
* marks the source's active call; other numbers are inactive results; ? = inconclusive; nt = not tested or not shown. A portion of the library; rates above refer to the full screens.

Molecule | D1 antagonist | D1 potentiator | D2 PAM | TRHR enhancer | D2 agonist | RXFP1 agonist | RXFP1 antagonist | D1 ag | D2 antagonist
CC1CCN(c2nc3ccc(C(=O)NC(C)C)cc3s2)CC1 | -5.4 | -2.2 | 9.0 | -1.4 | -0.4 | 0.7% | nt | 6.5 | nt
CCCOc1ccc(S(=O)(=O)n2cc(Br)c(=O)[nH]c2=O)cc1 | 1.3 | -2.6 | -0.1 | -0.6 | -0.3 | 1.4% | 5.0 | 2.8 | 4.7
CC(C)(C)C(=O)NC(=S)Nc1cccc(C(=O)O)c1 | 4.9 | 0.9 | 1.7 | -5.0 | -0.7 | -1.0% | -13.8 | 5.2 | 5.7
CCC(=O)c1ccc(OCCn2cncn2)cc1 | -3.2 | 3.9 | 0.5 | 17.0 | 0.3 | 0.1% | 5.0 | 1.1 | 9.0
COc1ccc2c(/C=N/Nc3ccc(C(=O)O)cc3)c[nH]c2c1 | 2.4 | -9.6 | -18.4 | -3.4 | 1.5 | 0.9% | 31.2 | 2.2 | 6.1
COc1ccc(-c2cc(C(=O)Nc3ccccc3F)on2)cc1 | 13.4 | -9.8 | -0.4 | 8.9 | 2.5 | ? | -5.7 | 3.4 | -27.3
COc1cc(C(=S)N2CCOCC2)ccc1OC(=O)c1ccccc1C | -19.5 | -7.4 | 0.0 | -4.9 | -0.2 | 1.5% | 4.7 | 5.4 | -4.3
O=C1C(=O)N(C2CCN(C(=O)c3cccc(Cl)c3)CC2)CCN1Cc1ccc(F)cc1 | 11.5 | -3.5 | 0.2 | 1.1 | 0.1 | 2.3% | -2.5 | 3.8 | nt
CCCc1n(CC(O)COCC2CC=CCC2)c2ccccc2[n+]1C (stereo not given) | -4.5 | 2.6 | 11.5 | -6.6 | -0.4 | 0.9% | -4.7 | 0.3 | 20.0
COc1ccc(C(=O)N2CCc3cc(OC)c(OC)cc3C2c2ccc(OC)c(OC)c2)cc1OC (stereo not given) | 6.8 | 2.6 | 4.0 | -2.6 | 0.1 | -0.3% | -14.7 | 2.0 | -16.3
CCOC(=O)Cc1csc(NC(=O)C(CC(C)C)NC(=O)C2CCCCC2)n1 (stereo not given) | 28.7 | -3.0 | 7.9 | 3.1 | -0.3 | 3.2% | 2.4 | -1.6 | 1.4
C=CCn1c(SCc2nc3scc(-c4ccccc4)c3c(=O)[nH]2)nnc1-c1ccccc1F | 25.9 | 3.1 | -9.3 | -6.5 | 6.5 | 0.6% | nt | 11.3 | 1.0
O=C(COC(=O)C1CCN(S(=O)(=O)c2ccc3c(c2)OCCO3)CC1)NC1CCCCC1 | 18.7 | -7.2 | 0.8 | -11.6 | 1.9 | 0.3% | -20.7 | -0.1 | -12.5
CCOCCc1nn2c(=O)cc(COC(=O)c3cccc(C)c3)nc2s1 | 2.3 | -3.4 | 7.0 | 0.7 | 0.5 | 1.2% | -12.7 | 2.8 | nt
Cc1cc(C)nc(-n2nc(C)cc2NC(=O)c2cccc(S(=O)(=O)N3CCCCC3)c2)n1 | -4.2 | 0.3 | 1.0 | -1.3 | -0.9 | 2.8% | nt | 2.1 | 1.3
COc1cc(Br)cc(Br)c1OCC(=O)N/N=C/c1c(C)n(C)n(-c2ccccc2)c1=O | -9.7 | -1.0 | -13.7 | -8.1 | 0.3 | -2.0% | 9.5 | 0.9 | 14.1
CCC(CC)C(=O)Nc1cccc(C(=O)NCCc2ccccc2)c1 | -14.5 | -7.7 | -3.7 | 0.8 | -0.6 | 0.2% | 1.0 | 0.8 | 2.2
Cc1ccc(S(=O)(=O)N2CCNC(=O)CC2)cc1 | 2.4 | 0.9 | -2.8 | 5.0 | 0.0 | -1.8% | -14.3 | 3.1 | 2.2
CCCOc1ccc(/C=N/NC(=O)CSc2ccccn2)cc1OC | 2.9 | -4.7 | -0.7 | 3.7 | -0.5 | -2.6% | 2.2 | 0.8 | 24.7
O=C(NC1CCCCCCC1)c1cc(COc2ccc3ncccc3c2)on1 | -12.1 | -6.9 | 10.1 | -0.1 | 1.7 | 4.0% | -20.9 | 16.8 | 4.0
COc1ccc(C(CNC(=O)c2cccc(NS(=O)(=O)c3ccc(C)c(F)c3)c2)N2CCOCC2)cc1 (stereo not given) | -12.3 | 0.6 | -19.9 | 2.4 | 1.4 | -0.3% | -2.7 | 6.0 | 16.6
COc1ccc(OC)c(Nc2nc(-c3sc(NC(=O)C(C)(C)C)nc3C)cs2)c1 | -3.9 | -5.2 | 2.2 | -1.3 | -0.2 | 1.4% | nt | 3.9 | 2.3
CN1C(=O)c2cccc(N(C)C)c2C1=O | 14.7 | -1.9 | 1.3 | -2.9 | 0.4 | -0.1% | 16.6 | 1.6 | 9.6
Cc1nc(C(=O)Nc2cccc(Cl)c2)nn1-c1cc(OC(C)C)c(Cl)cc1Cl | 24.7 | 9.1 | 16.8 | 26.6 | 0.2 | -1.1% | -39.5 | 4.5 | -9.3
COc1ccc(-c2ccc([C@H]3[C@@H]4C=CCC[C@@]4(C)C(=O)N3Cc3ccccc3)c(F)c2)cc1 | 20.3 | 5.5 | 22.9 | -2.8 | 0.5 | 0.0% | nt | 3.9 | -12.0
CC(=O)N1CCN(C(=O)c2cc3c(s2)CCC(C)C3)CC1 (stereo not given) | 1.9 | -2.5 | 4.8 | 3.5 | 0.3 | -0.7% | -13.2 | 2.6 | 8.9
Cn1c(N)c(C(=O)CSc2nnc(C3CC3)n2Cc2ccccc2)c(=O)[nH]c1=O | 17.4 | -4.4 | -3.2 | 3.0 | -0.4 | 0.2% | -4.9 | 4.1 | -14.9
CC1CCCC(C)N1C(=O)c1cc(-c2cccs2)on1 (stereo not given) | -2.0 | -2.6 | 0.1 | -1.6 | -1.3 | -0.2% | 6.7 | 0.0 | 5.6
CCCCN(C)C1=CC2=CC(=C(C#N)C#N)CCC2CC1 (stereo not given) | -85.1* | 1.1 | -19.1 | -9.2 | 140.1* | -2.0% | -8.1 | 489.8* | 73.4*
Cc1ccc(Cl)cc1S(=O)(=O)N1CCC(C(=O)NC2CCN(Cc3ccccc3)CC2)CC1 | -27.9 | -12.2 | -21.7 | -3.0 | 2.7 | 1.0% | -12.2 | 11.2 | 31.1*
CN1CCN(NC(=O)CN2C(=O)S/C(=C\c3c(Cl)cccc3Cl)C2=O)CC1 | -19.3 | 1.1 | 5.3 | -0.8 | 1.3 | -0.2% | 5.1 | 13.7 | -4.8
CCc1nnc(NC(=O)Cc2cccs2)s1 | 13.7 | -0.5 | -6.9 | 8.4 | 0.2 | 0.9% | -6.3 | 0.8 | -4.8
CC(=O)N1c2ccccc2NC2=C(C(=O)CCC2)C1c1ccco1 (stereo not given) | 15.2 | 2.8 | 8.0 | 12.8 | 2.0 | -1.6% | 4.5 | 1.1 | 0.3
COc1ccc(CNC(=S)N/N=C/c2ccc(OC)c(OC)c2)cc1 | -21.5 | -1.1 | -4.3 | -2.9 | 0.2 | 5.0% | 0.4 | -0.3 | 4.8
COc1cccc(C(=O)Nc2nc3nc(C)c(Cc4ccccc4)c(=O)n3[nH]2)c1 | -5.7 | 0.6 | 3.8 | 0.2 | -1.0 | -8.2% | -23.3 | 5.4 | nt
COc1ccc(C2CC(C)(c3ccc(OC)cc3OC)Nc3ccccc3N2)c(OC)c1 (stereo not given) | 10.5 | -2.0 | -9.3 | -10.3 | 0.0 | 1.2% | 0.6 | -0.3 | -4.9
O=C(Cn1cnc2cc([N+](=O)[O-])ccc2c1=O)NCCc1ccc(F)cc1 | 13.9 | -9.1 | -1.2 | 6.5 | -4.3 | 15.2% | -1.8 | 4.3 | -5.9
COc1ccc(N(CC(O)CN2CCCCC2)S(=O)(=O)c2ccc(C)cc2)cc1 (stereo not given) | -6.1 | -0.2 | -23.4 | 1.4 | -0.2 | 0.1% | -1.3 | 1.2 | -19.3
Cc1cc(-c2nnnn2-c2cc(Cl)cc(Cl)c2)no1 | -3.3 | 2.6 | 14.0 | -5.9 | 0.7 | -3.3% | -6.5 | 2.4 | -8.2
COc1ccc(C)cc1NS(=O)(=O)c1c(C(=O)N2CCCCCC2)c(C)n(C)c1C | 2.1 | -5.0 | 3.2 | -1.3 | 0.9 | -3.8% | -9.2 | 2.9 | nt
O=C(/C=C/c1ccc([N+](=O)[O-])cc1)NCCc1ccccc1 | -17.8 | -2.1 | -4.1 | -6.0 | -0.1 | 0.3% | 0.3 | 1.0 | -2.5
CCc1ccc(N(CC)C(=O)c2cn(C)c(=O)c3ccccc23)cc1 | -0.8 | 3.2 | 5.5 | -2.0 | 0.2 | -2.1% | -8.0 | 0.6 | -11.6
CN(C)c1nc(Oc2ccc(/C=N/O)cc2)nc(N(C)C)n1 | 2.4 | -4.5 | 7.4 | 1.6 | -0.4 | 1.9% | -7.6 | 5.3 | -9.0
O=C(OCC(=O)N1CCN(c2ccccc2)CC1)c1nc(Cl)ccc1Cl | -17.4 | -0.2 | 3.4 | -6.4 | 0.1 | 0.4% | -15.0 | 1.3 | -11.7
CC1(C)CC(=O)/C(=N/Nc2ccc(Cl)cc2)CO1 | -24.6 | -16.1 | -6.1 | -1.3 | -1.2 | 0.1% | -13.1 | 2.1 | 5.8
C/C(N)=C(/C#N)C(=O)COC(=O)c1cc2c(s1)CCC(C)C2 (stereo not given) | -2.5 | -4.5 | 4.5 | 9.7 | -2.9 | 0.8% | -12.6 | 7.0 | -17.5
O=C(CSc1ccc(-c2ccco2)nn1)NCc1ccc(Cl)cc1 | 4.2 | 0.1 | -16.8 | -3.0 | -1.1 | 2.5% | 9.0 | 0.2 | -2.8
Cc1cccc(N2CCN(C(=O)Nc3ccc(F)cc3)CC2C)c1 (stereo not given) | -10.6 | -3.0 | 9.0 | -1.5 | -0.5 | -0.5% | -0.8 | 32.6* | nt
COc1cc(/C=C(\C#N)C(=O)Nc2ccccc2F)ccc1OCCN1CCOCC1 | 9.0 | 1.6 | -6.0 | 8.7 | -0.3 | 0.8% | 1.1 | 4.8 | -12.4
Cc1ccc(C(=O)Nc2ccccc2C(=O)Nc2ccccn2)cc1Cl | -10.6 | -2.2 | 1.9 | 1.1 | 1.4 | 1.0% | -9.6 | 7.4 | -1.2
COc1ccc(-c2cn3cc(Br)cnc3n2)cc1 | 6.9 | -7.8 | 9.0 | -3.6 | -0.6 | 7.1% | 1.6 | 0.7 | -6.1
